# Compound activity: PubChem, Broad Institute
# Tcruzi prolif: T. cruzi intracellular proliferation inhibitors, primary screen, cell-based, beta-gal Tulahuen parasites, NIH3T3 host, luminescence | 77,000 compounds, 5.9% hits | AID 624255, 2012 | T. cruzi beta-gal in NIH3T3, GalScreen luminescence, 90 h | inhibition, % at 8.34 µM;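 active = mean inhibition above about 93%, with at least 55% of replicates each passing it, limit read from the data, passing the limit was not always enough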
# Pf Dd2 inh: P. falciparum Dd2 growth inhibitors, primary screen, SYBR Green fluorescence, single dose replicates; activity change, % at 10 µM; 72 h; stronger effect = lower value; 94,000 compounds, 2.3% hits; AID 1159554, 2015; in the data active = activity change below about -80%
# GASC1 inh: inhibitors of GASC-1 (KDM4C) histone demethylase, primary screen, biochemical, single concentration HTS; Lysine-specific demethylase 4C (Homo sapiens), Q9H3R0; GST-KDM4C 2-372, H3K9me3 peptide, LANCE TR-FRET; inhibition, % at 12.5 µM; 96,000 compounds, 0.15% hits;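 active = mean replicate inhibition above about 25%, with at least 55% of replicates also reaching it, limit read from the data, passing the limit was not always enough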
# Target sequence (Q9H3R0 2-372 limits assumed): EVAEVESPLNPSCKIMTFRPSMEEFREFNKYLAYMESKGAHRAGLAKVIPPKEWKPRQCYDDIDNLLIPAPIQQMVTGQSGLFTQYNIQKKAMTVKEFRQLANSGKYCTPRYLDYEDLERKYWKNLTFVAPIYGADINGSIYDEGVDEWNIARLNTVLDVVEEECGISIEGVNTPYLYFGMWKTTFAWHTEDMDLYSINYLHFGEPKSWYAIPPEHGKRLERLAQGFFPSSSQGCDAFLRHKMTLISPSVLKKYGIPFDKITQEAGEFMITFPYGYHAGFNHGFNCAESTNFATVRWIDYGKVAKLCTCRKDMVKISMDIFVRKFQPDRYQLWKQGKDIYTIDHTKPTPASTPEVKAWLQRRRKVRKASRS
#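 System: N-terminal GST-fused human GASC-1 (KDM4C) fragment, residues 2-372 / Amount: 10 nM GST-KDM4C in enzyme reaction / Also added: H3K9me3 peptide with Fe(II)/2OG / Times: 30 min demethylation and 1 h detection at room temperature / Signal: LANCE TR-FRET / Read-out basis: Fall in 671/618 emission ratio as inhibition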
# C diff growth: C. difficile growth inhibitors, primary screen, HTS; Clostridium difficile clinical isolate growth, OD600, 24 h; stronger effect = lower value; growth activity, negative = inhibition, % at 16 µg/mL (by protocol); 86,000 compounds, 0.25% hits; AID 1259249, 2017;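 active = mean growth activity at or below -80% and every replicate also at or below -80%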;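 also: 0% = DMSO wells and -100% = levofloxacin 16 µg/mL wells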
# The depositor's hits bear a star; · = not tested or not shown; & = joins results of further samples.
# Values run as follows: Tcruzi prolif | GASC1 inh | C diff growth | Pf Dd2 inh
C[C@H](CO)N1C[C@H](C)[C@H](CN(C)Cc2ccccc2)Oc2ccc(NS(=O)(=O)c3cn(C)cn3)cc2CC1=O
 : 56 | 0.1 | 2 | 12
C[C@@H]1CCCCO[C@@H](CN(C)Cc2ccc(C(=O)O)cc2)[C@H](C)CN([C@H](C)CO)C(=O)c2cc(NC(=O)NC3CCCCC3)ccc2O1
 : -7 | 1.0 | -4 | 4
CS(=O)(=O)Nc1ccc2c(c1)[C@@H]1C[C@@H](CC(=O)NCc3cccnc3)O[C@@H](CO)[C@@H]1O2
 : · | -0.3 | -2 | 10
Cc1ccccc1S(=O)(=O)N[C@H]1CC[C@H](CCn2cc(Cc3ccccc3)nn2)O[C@H]1CO
 : 5 | · | -8 | -44
CN1CCN(C(=O)C[C@@H]2CC[C@@H]3[C@H](COC[C@@H](O)CN3Cc3cccc(Cl)c3)O2)CC1
 : 28 | 2.0 | · | -39
C[C@@H]1CN([C@@H](C)CO)C(=O)c2cccc(NC(=O)C3CCOCC3)c2O[C@@H]1CN(C)CC1CC1
 : -29 | 2.0 | 4 | 25
C[C@H](CO)N1C[C@H](C)[C@H](CN(C)Cc2ccccn2)Oc2cc(Br)ccc2S1(=O)=O
 : -9 | 3.3 | -1 | -1
CO[C@H]1CN(C)C(=O)c2cc(NC(=O)C3CC3)ccc2OC[C@H](C)N(CCc2ccccc2)C[C@H]1C
 : -38 | -0.3 | 4 | -26
O=C([C@@H]1N[C@@H]2c3ccc(C4=CCCC4)c(=O)n3C[C@@H]2[C@H]1CO)N1CCc2ccccc2C1
 : -21 | 0.5 | 2 | 5
O=C(c1cccnc1)N1CC2(C1)[C@@H](c1ccccc1)[C@@H](CO)N2C(=O)c1cccnc1
 : · | -1.7 | -1 | -11

# Some entries already given, limited to Pf Dd2 inh and Tcruzi prolif:
SMILES | Pf Dd2 inh | Tcruzi prolif
C[C@@H]1CCCCO[C@@H](CN(C)Cc2ccc(C(=O)O)cc2)[C@H](C)CN([C@H](C)CO)C(=O)c2cc(NC(=O)NC3CCCCC3)ccc2O1 | 4 | -7
CS(=O)(=O)Nc1ccc2c(c1)[C@@H]1C[C@@H](CC(=O)NCc3cccnc3)O[C@@H](CO)[C@@H]1O2 | 10 | ·
Cc1ccccc1S(=O)(=O)N[C@H]1CC[C@H](CCn2cc(Cc3ccccc3)nn2)O[C@H]1CO | -44 | 5
CN1CCN(C(=O)C[C@@H]2CC[C@@H]3[C@H](COC[C@@H](O)CN3Cc3cccc(Cl)c3)O2)CC1 | -39 | 28

# Further compounds
# Values run as follows: Tcruzi prolif | GASC1 inh | C diff growth | Pf Dd2 inh
C[C@H]1CN([C@@H](C)CO)C(=O)c2cc(-c3cccc(C#N)c3)cnc2O[C@@H]1CN(C)C(=O)C1CCC1
 : -45 | -1.7 | -1 | 8
O=C(N[C@H]1CC[C@@H](CCNS(=O)(=O)Cc2ccccc2)O[C@H]1CO)c1cnccn1
 : -54 | -0.7 | · | -22
C[C@@H]1CN([C@H](C)CO)S(=O)(=O)c2ccc(C#C[C@@H](C)O)cc2O[C@H]1CN(C)Cc1cccnc1
 : 88 | · | 0 | -5
COc1ccc(S(=O)(=O)N(C)C[C@@H]2OCCCC[C@@H](C)Oc3ccc(NC(=O)C4CCCCC4)cc3C(=O)N([C@H](C)CO)C[C@@H]2C)cc1
 : 61 | -0.5 | 5 | -80
CC(C)NC(=O)N1C[C@H]2[C@@H](c3ccccc31)[C@H](CO)N2C(=O)c1ccccc1F
 : -22 | 0.3 | -5 | 2
COc1ccccc1-c1ccc([C@H]2[C@H](CO)N3CCCCN(C(=O)c4ccncc4)C[C@@H]23)cc1
 : -40 | -0.4 | -4 | -30
C[C@@H]1CCCCO[C@H](CN(C)C(=O)c2ccncc2)[C@@H](C)CN([C@H](C)CO)C(=O)c2cc(NS(C)(=O)=O)ccc2O1
 : 33 | 0.9 | -1 | 38
O=C(C[C@@H]1C=C[C@H](NC(=O)Cc2cccnc2)[C@@H](CO)O1)NCc1ccc2c(c1)OCO2
 : 18 | 1.8 | · | 9
NCC[C@H]1CC[C@H](NC(=O)Cc2ccncc2)[C@H](CO)O1
 : 22 | 6.4 | -1 | 1
C[C@H](CO)N1C[C@H](C)[C@@H](CN(C)S(=O)(=O)c2ccc(F)cc2)OCCCC[C@H](C)Oc2ccc(NS(=O)(=O)c3ccc(Cl)cc3)cc2C1=O
 : 100* | 1.7 | -8 | -43
CCC(=O)N(C)C[C@H]1Oc2cc(-c3ccc(C#N)cc3)ccc2S(=O)(=O)N([C@H](C)CO)C[C@H]1C
 : 47 | -0.8 | -2 | -10
O=C(c1ccncc1)N1CC2(C1)[C@H](c1ccccc1)[C@H](CO)N2C(=O)c1ccncc1
 : · | -2.4 | -3 | 26
C[C@@H]1CN([C@@H](C)CO)C(=O)Cc2cc(NC(=O)CCC(F)(F)F)ccc2O[C@@H]1CN(C)S(=O)(=O)c1cn(C)cn1
 : -3 | 3.1 | -5 | 9
C[C@H](CO)N1C[C@H](C)[C@@H](CN(C)C(=O)C2CCCCC2)Oc2ncc(-c3cccc(F)c3)cc2C1=O
 : 58 | 1.0 | -7 | -33
C[C@@H]1CCCCO[C@H](CN(C)S(=O)(=O)c2cn(C)cn2)[C@@H](C)CN([C@@H](C)CO)C(=O)c2cc(NS(=O)(=O)c3ccccc3)ccc2O1
 : 2 | 0.4 | 0 | 25
COCC#Cc1cnc2c(c1)C(=O)N([C@@H](C)CO)C[C@H](C)[C@H](CN(C)Cc1ccc3c(c1)OCO3)O2
 : · | 1.3 | 6 | 7
CO[C@H]1CN(C)C(=O)c2ccc(NS(=O)(=O)c3ccccc3C)cc2OC[C@@H](C)N(C)C[C@@H]1C
 : 48 | -0.4 | · | -15
O=C(C[C@@H]1CC[C@H]2[C@@H](COC[C@H](O)CN2Cc2cccc(C(F)(F)F)c2)O1)NCc1ccccc1
 : 75 | 1.7 | · | -10
Cc1noc(C)c1C(=O)N(C)C[C@H]1OCc2ccccc2-c2c(n(C)c3ccccc23)C(=O)N([C@@H](C)CO)C[C@@H]1C
 : 11 | 0.9 | -1 | 2
O=C(Nc1ccc2c(c1)OCO2)N[C@H]1CC[C@@H](CCNC(=O)C2CCCC2)O[C@@H]1CO
 : · | 4.1 | -3 | 6
C[C@H](CO)N1C[C@H](C)[C@@H](CN(C)S(C)(=O)=O)OCCCC[C@H](C)Oc2ccc(NS(=O)(=O)c3ccc(F)cc3)cc2C1=O
 : -49 | 0.6 | -6 | -32
C[C@H]1CN([C@@H](C)CO)C(=O)c2cccc(NC(=O)c3ccc(-c4nccs4)cc3)c2O[C@@H]1CN(C)C(=O)Nc1ccc2c(c1)OCO2
 : -146 | 5.9 | · | 17
COc1cccc(-c2ccc3n(c2=O)C[C@H]2[C@H](CO)[C@@H](C(=O)N(C)C)N(C(=O)C4CCCC4)[C@@H]32)c1
 : 57 | -2.6 | 2 | 10
O=C(C[C@H]1CC[C@@H](NC(=O)Nc2cc(F)ccc2F)[C@@H](CO)O1)NCc1ccccn1
 : -40 | 0.3 | · | 15
C[C@H]1CN([C@@H](C)CO)S(=O)(=O)c2ccc(C3=CCCC3)cc2O[C@H]1CN(C)C
 : -21 | -0.5 | 1 | 0
COCC(=O)N1[C@H](CO)[C@@H]2c3ccccc3N(C(=O)NC(C)C)C[C@@H]21
 : · | 0.3 | -6 | 35
CO[C@H]1CN(C)C(=O)c2cc(NS(C)(=O)=O)ccc2OC[C@H](C)N(C)C[C@H]1C
 : 2 | -1.1 | · | 3
CN1[C@H](CO)[C@H]2c3ccccc3N(C(=O)Nc3ccccc3F)C[C@H]21
 : 18 | -2.2 | -6 | -7
CO[C@@H]1CN(C)C(=O)c2cc(NC(C)=O)ccc2OC[C@@H](C)N(Cc2ccncc2)C[C@H]1C
 : -18 | 0.6 | · | -1
C[C@@H]1CN([C@H](C)CO)C(=O)c2cc(NS(=O)(=O)c3cccs3)ccc2O[C@H]1CN(C)S(=O)(=O)c1cccs1
 : 14 | 1.1 | · | 34
Cc1noc(C)c1S(=O)(=O)Nc1ccc2c(c1)C(=O)N([C@@H](C)CO)C[C@H](C)[C@@H](CN(C)C)OCCCC[C@@H](C)O2
 : -3 | 0.2 | 1 | -8
C[C@@H]1CN([C@@H](C)CO)C(=O)c2cc(NC(=O)c3ccncc3)ccc2O[C@@H]1CN(C)S(=O)(=O)c1cccs1
 : -15 | 0.4 | · | 37
C[C@H]1CCCCO[C@H](CN(C)Cc2ccncc2)[C@@H](C)CN([C@@H](C)CO)C(=O)c2cc(NC(=O)CCCN(C)C)ccc2O1
 : 99* | 7.9 | · | 28
Cc1noc(C)c1S(=O)(=O)N(C)C[C@H]1OCCCC[C@H](C)Oc2ccc(NS(=O)(=O)c3cccs3)cc2C(=O)N([C@H](C)CO)C[C@@H]1C
 : · | 1.6 | -1 | -40
Cc1noc(C)c1S(=O)(=O)Nc1ccc2c(c1)C(=O)N([C@@H](C)CO)C[C@@H](C)[C@H](CN(C)C(=O)Nc1ccc(F)cc1)O2
 : 5 | -0.8 | · | 36
CCNC[C@H]1[C@@H](c2ccc(C3=CCCC3)cc2)[C@@H](CO)N1C(=O)C1CCCC1
 : · | 0.3 | 2 | -61
C[C@@H]1CN([C@H](C)CO)C(=O)CCCn2cc(nn2)CO[C@H]1CN(C)Cc1ccc2c(c1)OCO2
 : -6 | 1.4 | · | 6
O=C(Nc1cccc(F)c1)N1CC(=O)N2[C@H](CO)[C@H](c3ccc(C#CCC4CCCC4)cc3)[C@H]2C1
 : · | -0.3 | -5 | -39
C/C=C/c1ccc([C@@H]2[C@@H](C#N)N(c3nc(-c4ccccc4)cs3)[C@@H]2CO)cc1
 : 69 | -1.9 | -2 | 14
C[C@H](CO)N1C[C@H](C)[C@H](CN(C)C(=O)CN(C)C)Oc2ncc(C#CC(C)(C)O)cc2C1=O
 : -2 | 4.1 | 1 | 58
N#C[C@@H]1[C@@H](c2ccc(-c3cccc(F)c3)cc2)[C@@H](CO)N1c1nc(-c2ccccc2)cs1
 : 99* | -1.9 | 0 | -51
CCC(=O)N[C@H]1C=C[C@H](CC(=O)NCc2ccccc2OC)O[C@H]1CO
 : -63 | 0.8 | 3 | 9
CC=Cc1ccc2n(c1=O)C[C@H]1[C@H](CO)[C@@H](C(=O)NCCC)[C@@H]2N1S(=O)(=O)c1cn(C)cn1 (mixture of isomers)
 : -18 | 0.6 | -4 | -6
C[C@@H]1CN([C@@H](C)CO)C(=O)c2cc(C#Cc3ccncc3)cnc2O[C@@H]1CN(C)C(=O)CN(C)C
 : -11 | -1.5 | 9 | -3
C[C@@H]1CN([C@@H](C)CO)C(=O)c2cc(NC(=O)CCC(F)(F)F)ccc2O[C@@H](C)CCCCO[C@@H]1CN(C)C(=O)Nc1cccc2ccccc12
 : 44 | -1.9 | 10 | -89*
CCCC#Cc1cnc2c(c1)C(=O)N([C@H](C)CO)C[C@@H](C)[C@H](CN(C)C(=O)Cc1ccncc1)O2
 : -2 | -0.7 | -2 | -63
C[C@@H]1CN([C@H](C)CO)C(=O)c2c(c3ccccc3n2C)-c2ccccc2CO[C@H]1CN(C)Cc1cccc(C(F)(F)F)c1
 : · | -14 | 3 | -84*
CC(=O)NC[C@@H]1[C@@H](c2ccc(C3=CCCCC3)cc2)[C@@H](CO)N1C(=O)C1CC1
 : · | 2.1 | -1 | -17
O=C(C[C@@H]1C=C[C@H](NS(=O)(=O)c2ccccc2)[C@@H](CO)O1)NCc1ccccc1F
 : 28 | -2.8 | -1 | -6
O=C(Cc1ccccc1)N[C@H]1CC[C@@H](CC(=O)N2CCCCC2)O[C@@H]1CO
 : 77 | 0.5 | 7 | 4

# Going on with the list:
# Values run as follows: Tcruzi prolif | GASC1 inh | C diff growth | Pf Dd2 inh
COc1ccc(-c2cnc3c(c2)C(=O)N([C@H](C)CO)C[C@@H](C)[C@@H](CN(C)C(=O)NC2CCCC2)O3)cc1
 : 51&-101 | 2.1 | 3&0 | -37&-33
C[C@@H]1CCCCO[C@@H](CN(C)CC2CCCCC2)[C@@H](C)CN([C@H](C)CO)C(=O)c2cc(NC(=O)C3CCCCC3)ccc2O1
 : 66 | -0.2 | 4 | -34
O=C(Nc1cc(F)ccc1F)N1C[C@H]2[C@@H](c3ccccc31)[C@H](CO)N2C(=O)c1ccccc1
 : -17 | -1.1 | 4 | -17
Cc1noc(C)c1NC(=O)Nc1ccc2c(c1)C(=O)N([C@H](C)CO)C[C@H](C)[C@H](CN(C)C(=O)Nc1ccc(F)cc1)O2
 : 4 | 1.6 | -2 | 18
COc1ccc2c3c(n(C)c2c1)[C@H](CO)N(C(=O)c1ccccc1)CC31CN(C)C1
 : · | 2.0 | -10 | -20
Cc1noc(C)c1NC(=O)Nc1cccc2c1O[C@H](CN(C)C(=O)NC(C)C)[C@H](C)CN([C@@H](C)CO)C2=O
 : 8 | 0.0 | -9 | 13
C/C=C/c1ccc2c(c1)O[C@H](CN(C)C(C)=O)[C@@H](C)CN([C@H](C)CO)S2(=O)=O
 : · | -0.7 | 0 | 9
COc1ccc(C(=O)Nc2ccc3c(c2)OC[C@@H](C)N(C)C[C@H](C)[C@@H](OC)CN(C)C3=O)cc1
 : -10 | 0.4 | -3 | ·

# Compounds were not picked by outcome; overall some 7% were active at least once.
